Source: PubChem
p53ts 32C kill: p53ts cell cytotoxicity, permissive temperature; 0.93% of 130,000 active; Potency, µM (titrated, usually from 46.1 µM), for the others: at the top dose activity change, negative = cytotoxicity, most hits filed as cytotoxic; H1299-p53A138V at 32C, ATP luminescence viability, 24 h; AID 924;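 note: 0% = DMSO and -100% = full killing by reference compound; nearly all actives have a fitted effect of over 55% in size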
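Cells: H1299 p53ts (A138V), 600/well, pre-incubated 16–30 h at 37C. Cpd up to 46 uM, 24 h, 32C. Readout: ATPlite luminescence, 20 min RT. Normalization: DMSO vs tamoxifen 100 uM. AC50 by Hill equation.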
p53ts 39C kill: cytotoxicity in p53ts cells at nonpermissive temperature | Potency, µM (highest dose often 46.1 µM), for inactives: top-dose activity change, negative = cell killing, hits mostly cytotoxic | 1.5% of 130,000 active | H1299-p53A138V viability at 39C, ATP luminescence, 24 h; note: nearly all actives have a fitted effect of over 55% in size
Peg3 imprint: induces erasure of genomic imprints in mouse ES cells | Potency, µM (doses to about 60.7 µM), inactives show top-dose activity change, positive = activation, most hits filed as activators | AID 1948 | 0.02% of 110,000 active | mouse ES Peg3-LacZ reporter, beta-gal luminescence, 40 h;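 note: 0% = negative control wells on the plate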
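Imprint erasure is scored as LacZ activity from the silenced maternal Peg3 allele in feeder-free female ES cells cultured 40 h with LIF. Luminescence is normalized to in-plate negative controls and fitted to the Hill equation.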
IkB signaling: suppresses IkB signaling in ABC-DLBCL reporter cells. AID 445. Potency, µM (titrated, usually from 57.1 µM), for inactives: top-dose IkBa stabilization activation. ABC-DLBCL IkBa-CBG/CBR dual luciferase ratio, 4 h; response scale: scaled: untreated 0%, proteasome inhibitor 100%. 0.04% of 110,000 active; active = well fitted curve in the direction sought with a large enough effect in the signal ratio, not every such curve was filed as active; inconclusive = small, poorly fitted or top-dose-only effect, or a change in a side signal; the % refers to the signal ratio;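 note: the direction sought is a rising ratio; 0% = basal untreated cells and 100% = reference inhibitor full response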
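Curves were fitted separately to fusion (green), unfused (red) and ratio luminescence, then classed by r2, magnitude and activity. Cells: OCI-Ly3, 4 h compound plus doxycycline at 37C; 10 uM MG-132 defined full response.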
The depositor's hits bear a star; ? = inconclusive; . = not tested or not shown; [ ] = dose if it differs, or a comment. Unless noted, calls come from the whole dose curve; as a rule, active = well fitted curve in the direction sought with a large enough effect; inconclusive = small, poorly fitted or top-dose-only effect, or another doubt; inactive = no such curve, though single readings can be large; an effect the other way counts as inactive or inconclusive. Unless noted, % is set by controls: 0 for no effect and ±100 for the full control effect; potency is the fitted concentration of half-maximal effect. No enrichment for hits; any-hit rate near 1.8%.

Under each structure: Peg3 imprint, IkB signaling, p53ts 39C kill, p53ts 32C kill
> CCOc1ccc(NC(=O)CC2C(=O)N(c3ccccc3)C(=O)N2Cc2ccc3c(c2)OCO3)cc1 (configuration not stated)
→ -13%[10.9 µM], 0.1%, -10%, -10%
> CCOc1ccc(NC(=O)CSc2nc3ccccc3c(=O)n2CCC(=O)NC2CCCCC2)cc1
→ -10%[10.9 µM], -3.3%, 2%, 3%
> COc1ccc(-c2c(C#N)c(SCC(=O)Nc3ccccc3C)nc(C)c2C(=O)Nc2ccc(Cl)cc2)cc1
→ -8%[10.9 µM], 1.5%, 3%, 11%
> COC(=O)c1ccc(CSc2nnc(CNC(=O)COc3ccc(Cl)cc3)o2)o1
→ -2%, 2.3%, 2%, 0%
> CC(=O)c1cc(C(=O)Nc2cc(C)cc(C)c2)c2ccccn12
→ 11%[10.9 µM], ?, -3%, -14%
> CCOC(=O)Cn1c(=O)oc2cc(S(=O)(=O)N(C)Cc3ccco3)ccc21
→ -12%, 5.3%, 2%, -11%
> CC1Cc2ccccc2N1C(=O)C1CCCN(S(=O)(=O)c2cccc3nsnc23)C1 (configuration not stated)
→ -12%, ?, -11%, 2%
> Cn1c(Oc2cccc(Cl)c2)nc2c1c(=O)n(Cc1ccccc1Cl)c(=O)n2C
→ 2%[10.9 µM], 3.6%, 8%, -6%
> COc1ccc(S(=O)(=O)NCCC(=O)NCc2ccc(F)cc2)cc1
→ -3%, 0.9%, 4%, 6%
> O=C(c1ccc(-c2cccc(C(F)(F)F)c2)o1)N1CCOCC1
→ -15%, -5.6%, -3%, 6%
> COc1ccc(C)cc1NC(=O)C(OC(=O)c1ccc(Cl)c(S(=O)(=O)N(C)c2ccccc2)c1)c1ccccc1 (configuration not stated)
→ ., ., -3%, -16%
> CC(C)n1c(SCC(=O)Nc2ccccc2)nc2c1c(=O)n(C)c(=O)n2C
→ ., ., 16%, 7%
> COc1ccc2c(c1)NC(c1ccc(OCC(C)C)cc1)=NC(c1ccncc1)=N2
→ -9%[10.9 µM], -3.3%, -3%, -6%
> CCc1ccccc1NC(=O)CSc1nc2ccccc2n1CC(=O)N1CCCC1
→ ., ., 10%, -6%
> N#Cc1nc(COc2cccc(Cl)c2)oc1NCCc1ccccc1
→ -3%[10.9 µM], ?, ?, -14%
> Cc1cc(C)c2sc(NC(=O)c3ccc(S(=O)(=O)N4CCOCC4)cc3)nc2c1
→ -12%[10.9 µM], ?, -2%, 1%
> CCOc1ccc(NC(=O)CCCN2C(=O)C(c3ccccc3)Oc3cccnc32)cc1 (configuration not stated)
→ -17%[10.9 µM], -2.8%, 9%, 1%
> Cc1ccc(C(=O)CSc2nc(C)cc(C)c2C(=O)Nc2cccc(C)c2)cc1
→ -16%[10.9 µM], ?, ?, -12%
> CCC/C=C(\CCC)C(NP(=O)(c1ccccc1)c1ccccc1)c1ccc(C(F)(F)F)cc1 (configuration not stated)
→ -19%, ., ?, -7%
> CC(=O)Nc1nc2c(c3c1c(=O)oc1ccccc13)CCCC2
→ 3%, 0.9%, -5%, 17%
> OCC#CCSc1nnc(-c2ccccc2Br)o1
→ -15%, 0.4%, -24%, -5%
> Cc1cnc(NC(=O)CN2CCN(c3ccccc3F)CC2)s1
→ ., ., 5%, -5%
> OCCN1CCN(Cc2cc(Br)cc(Br)c2O)CC1
→ -5%, 1.6%, 5%, -12%
> CCCS(=O)(=O)N1CCC(C(=O)NCCN2CCC(Cc3ccccc3)CC2)CC1
→ -10%, -1.1%, -9%, -6%
> COc1ccc(S(=O)(=O)NC2(C(F)(F)F)N=C3SCCN3C2=O)cc1 (configuration not stated)
→ -3%, -1.3%, -15%, -2%
> CCC(=O)N1CCc2cc(Br)cc(S(=O)(=O)CCC(=O)NCc3ccc(F)cc3)c21
→ 9%[10.9 µM], 0.4%, -5%, -4%
> COc1ccc(OC)c(C(=O)CSc2nnc(-c3cccs3)n2C)c1
→ -3%, 13%, 10%, -6%
> CCOc1ccc(CCNC(=O)Cn2nnc(-c3ccc(C(F)(F)F)cc3)n2)cc1OCC
→ -14%[10.9 µM], -3.0%, 31%[activator], 8%
> CCOC(=O)N1CCC(NC(=O)CN2C(=O)COc3ccc(C(C)(C)C)cc32)CC1
→ -6%, 2.8%, 6%, 7%
> CO[C@@H]1/C=C\O[C@]2(C)Oc3c(C)c(O)c4c(O)c(cc(O)c4c3C2=O)NC(=O)/C(C)=C\C=C/[C@H](C)[C@@H](O)[C@H](C)[C@H](O)[C@H](C)[C@H](OC(C)=O)[C@@H]1C
→ ., -1.8%[11.4 µM], -2%[9.22 µM], -7%[9.22 µM]
> O=S(=O)(c1ccccc1)N1CCC2(CCN(c3ccncc3)CC2)CC1
→ ., -0.2%[11.4 µM], -13%, -14%
> CCOc1ccc(OCc2ccc(C(=O)O)o2)cc1
→ -96%[inhibitor], ?, -25%, -23%
> CCOc1ccccc1NC(=O)CCS(=O)(=O)c1ccc2c(c1)oc(=O)n2C
→ 19%[10.9 µM], -2.7%, 1%, -6%
> CCNc1ncc2nc(C)c(=O)n(CCC#N)c2n1
→ ?, 2.0%[11.4 µM], -10%, -6%
> CC1(C)CC(=O)C2=C(C1)N(CC1CCCO1)C(=O)C2(NC(=O)c1cccnc1)C(F)(F)F (configuration not stated)
→ 1%, 0.2%, 4%, 0%
> CCn1c(CNc2ccc(OC)cc2)nnc1SCC(=O)c1ccc(OC)cc1
→ 7%, 28%, -3%, -20%
> O=C(COc1ccccc1Cl)N1CCCC1
→ 1%, 0.9%, 14%, 3%
> Cc1ccccc1-n1c(-c2cccnc2)n[nH]c1=S
→ -7%, 0.2%, 8%, 3%
> O=C(Nc1cccc(Cl)c1)Nc1ccc2c(c1)OCO2
→ -33%[inhibitor], ?, -2%, -5%
> Cc1ccc(CNC(=O)CCNS(=O)(=O)c2ccc3c(c2)oc(=O)n3C)cc1
→ -5%[10.9 µM], ?, -10%, -3%

Overlap with the part before: 6 entries, followed by the next part.
Under each structure: Peg3 imprint, IkB signaling, p53ts 39C kill, p53ts 32C kill
> CC1(C)CC(=O)C2=C(C1)N(CC1CCCO1)C(=O)C2(NC(=O)c1cccnc1)C(F)(F)F (configuration not stated)
→ 1%, 0.2%, 4%, 0%
> CCn1c(CNc2ccc(OC)cc2)nnc1SCC(=O)c1ccc(OC)cc1
→ 7%, 28%, -3%, -20%
> O=C(COc1ccccc1Cl)N1CCCC1
→ 1%, 0.9%, 14%, 3%
> Cc1ccccc1-n1c(-c2cccnc2)n[nH]c1=S
→ -7%, 0.2%, 8%, 3%
> O=C(Nc1cccc(Cl)c1)Nc1ccc2c(c1)OCO2
→ -33%[inhibitor], ?, -2%, -5%
> Cc1ccc(CNC(=O)CCNS(=O)(=O)c2ccc3c(c2)oc(=O)n3C)cc1
→ -5%[10.9 µM], ?, -10%, -3%
> CCOc1ccc(N2C(=O)CC(Sc3ncccn3)C2=O)cc1 (configuration not stated)
→ -1%, -1.0%, -2%, -2%
> Oc1c(C(c2cccs2)N2CCN(c3ccc(F)cc3)CC2)sc2ncnn12 (configuration not stated)
→ -42%[inhibitor], 4.4%, -17%, -30%
> O=C(NCc1ccco1)C1CCN(S(=O)(=O)Cc2ccccc2)CC1
→ ., ., 24%, 9%
> CSc1nnc(Cc2cc(=O)[nH]c(=O)[nH]2)n1-c1cccc(C)c1
→ -1%, ?, -5%, 4%
> CCN(CC)c1cc(C)c2cc(NC(=O)c3cc(OC)cc(OC)c3)ccc2n1
→ -5%[10.9 µM], 8.9%, 3%, 0%
> CS(=O)(=O)N(CC(=O)N1CCN(Cc2ccccc2)CC1)Cc1ccccc1
→ -4%, -0.4%, 3%, 2%
> CCSc1ncc(Cl)c(C(=O)Nc2ccc(S(=O)(=O)N3CCCCC3CC)cc2)n1 (configuration not stated)
→ -16%[10.9 µM], ?, 10%, 25%
> Cc1cc(C)c(NC(=O)Cn2nnc(C(=O)NCc3cccs3)c2N)c(C)c1
→ 9%[10.9 µM], 1.1%, 32%[activator], 8%
> O=C1CCCc2cc(S(=O)(=O)NCC3CCC(C(=O)Nc4ccccc4F)CC3)ccc2N1 (configuration not stated)
→ -10%[10.9 µM], 4.0%, -3%, 1%
> COc1ccc2c(OC)cc(-c3ccccc3)nc2c1
→ ., ., 5%, -3%
> O=S(=O)(c1ccc(Br)cc1)N1CCn2c(nc3ccccc32)C1
→ -2%, 1.2%, 8%, 1%
> COc1ccccc1Nc1c2c(nc3ccc(NC(=O)c4ccc(OC)c(OC)c4)cc13)CCCC2
→ -4%[10.9 µM], ?, ?, ?
> Cn1nc(C(=O)Nc2ccccc2C#N)c2c1-c1ccccc1SC2
→ -1%[10.9 µM], ?, 24%, 8%
> Cc1cn(C2OC(COC(=O)c3ccccc3)C(O)C2O)c(=O)[nH]c1=O (configuration not stated)
→ -6%, 0.8%, 3%, 3%
> CCn1c(=O)c2cc(C(=O)NCCc3ccc(Cl)cc3)sc2c2ccccc21
→ 2%[10.9 µM], -0.6%, 6%, 4%
> Cc1c(C(=O)N2CCCC2)oc2c1-c1nn(CC(=O)NC(C)c3ccccc3)cc1CC2 (configuration not stated)
→ -8%[10.9 µM], -1.2%, 9%, 13%
> COC(=O)CC(=O)CSc1nc(C)cc(C)c1C#N
→ -4%, -0.3%, 7%, 4%
> CSCCC(NC(=O)COc1ccccc1)C(=O)N1CCN(c2ccccc2F)CC1 (configuration not stated)
→ -13%, 1.0%, 13%, 1%
> Cc1ccccc1Cn1c(CN2CCc3ccccc3C2)nc2c1c(=O)n(C)c(=O)n2C
→ -18%, 0.8%, 14%, 8%
> O=C(NC1CC1)C1C2C3C4CC5C3C5C4C12 (configuration not stated)
→ 20%, -1.0%, -2%, -8%
> O=C(O)CSc1ncn[nH]1
→ -9%, 0.9%, -8%, 1%
> O=C1CCN2C=Nc3cccc4ccc1c2c34
→ 2%, 1.4%, 6%, 16%
> Cc1cccc(NC(=O)c2sc(-n3nc(C)c(CCC(C)C)c3C)nc2C)c1C
→ -7%[10.9 µM], 0.5%, -15%, 0%
> COc1ccccc1NC(=O)Cn1c(=O)n(CCCCCC(=O)NCc2ccccc2)c(=O)c2sccc21
→ -7%[10.9 µM], ?, -12%, 3%
> CCOC(=O)C(=O)Nc1nnc2n1CCS2
→ 5%[10.9 µM], -0.1%, -22%, 0%
> COc1ccc(N2CCN(C(=O)C3CCCN(S(=O)(=O)c4cccc5cccnc45)C3)CC2)cc1 (configuration not stated)
→ -21%, ?, -5%, -4%
> Cc1ccc(Cn2nnc3c(=O)[nH]c(C4CCN(C(=O)c5cccs5)CC4)nc32)cc1
→ 7%, 0.5%, -15%, -9%
> CCCC1CCc2c(sc(NC(=O)OCC)c2C#N)C1 (configuration not stated)
→ ., ., 28%, -10%
> COc1cccc(C(=O)NCC(c2cccnc2)N2CCN(c3ccccc3OC)CC2)c1 (configuration not stated)
→ -22%, ?, -13%, 6%
> O=C1c2ccccc2C(Nc2ccccc2F)N1c1cccnc1 (configuration not stated)
→ -6%, 3.4%, 4%, 9%
> Cc1ccc(C2=Nc3ccccc3N(CC(=O)NCc3ccccc3Cl)C(=O)C2)cc1C
→ -11%[10.9 µM], ?, ?, ?
> Cc1ccc(NS(=O)(=O)c2ccc3[nH]c4c(c3c2)CCCCCC4)cc1C
→ 2%[10.9 µM], ?, ?, -1%
> COc1ccc(S(=O)(=O)N(C)CC(=O)N2CCCCCC2)cc1OC
→ -2%, -1.2%, 16%, 5%
> CCc1ccc(-n2c(=O)c3cccnc3n2CC(=O)N(CC)c2cccc(C)c2)cc1
→ -3%[10.9 µM], ?, ?, 24%
> Cc1cccc(OCC(=O)Nc2ccc(-c3nc4ccccc4o3)cc2)c1C
→ -6%[10.9 µM], ?, ?, ?
> COc1ccc(CCNc2ncnc3c2oc2ccccc23)cc1OC
→ -21%, ?, 0%, -18%
> CCCCN(CCCC)CCCNC(=O)c1cc(-c2ccc(Cl)s2)nc2ccccc12
→ -13%[10.9 µM], ?, ?, -12%
